KB-V1 MDR tox = qHTS assay for MDR1-selective chemotherapeutics: Primary screen using the drug-selected MDR subline cells KB-V1. KB-V1 MDR cells viability, CellTiter-Glo, 72 h. Potency, µM (highest dose often 46.1 µM), for inactives: at the top dose activity change, negative = cytotoxicity, usual class: cytotoxic. hit rate 3.4% among 400,000. AID 1347076, 2019; further: potency means the concentration at half of the fitted maximal effect; on the % scale 0 is the no-effect control and ±100 the full control effect; nearly all actives have a fitted effect of over 60% in size
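KB-V1 cells (P-gp-expressing MDR subline of KB-3-1) in phenol-red-free DMEM with 10% FBS were exposed to library compounds over a concentration series for 72 h at 37 degrees C. Viability read by CellTiter-Glo luminescence; concentration-effect curves fitted after normalization.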
SW480 rerep = A quantitative high throughput screen for small molecules that induce DNA re-replication in SW480 colon adenocarcinoma cells; AID 624297, 2012; Potency, µM (doses to about 46.1 µM), for the others: at the top dose re-replication activation, usual class: activators; SW480 DNA re-replication, Hoechst DNA content imaging, 48 h; hit rate 1.8% among 340,000; further: potency means the concentration at half of the fitted maximal effect; % of control where 0% means no effect; nearly all actives have a fitted effect of over 55% in size
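Treated cells incubate 48 hr (37 C, 5% CO2), are stained 40 min with Hoechst, and nuclear fluorescence is enumerated; a rise in nuclei with high DNA signal marks re-replication.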
GLP1R ag = qHTS of GLP-1 Receptor Agonists; HEK293 GLP-1R CRE-luciferase, luminescence, 4-6 h; cells express a hypersensitive GLP-1R form; Glucagon-like peptide 1 receptor (Homo sapiens), P43220; hit rate 0.007% among 380,000; AID 624172, 2012; Potency, µM (doses to about 45.6 µM), without a hit: top-dose activation, most hits filed as activators; further: potency means the concentration at half of the fitted maximal effect; % of control where 0% means no effect
Target sequence (P43220 whole entry, looked up): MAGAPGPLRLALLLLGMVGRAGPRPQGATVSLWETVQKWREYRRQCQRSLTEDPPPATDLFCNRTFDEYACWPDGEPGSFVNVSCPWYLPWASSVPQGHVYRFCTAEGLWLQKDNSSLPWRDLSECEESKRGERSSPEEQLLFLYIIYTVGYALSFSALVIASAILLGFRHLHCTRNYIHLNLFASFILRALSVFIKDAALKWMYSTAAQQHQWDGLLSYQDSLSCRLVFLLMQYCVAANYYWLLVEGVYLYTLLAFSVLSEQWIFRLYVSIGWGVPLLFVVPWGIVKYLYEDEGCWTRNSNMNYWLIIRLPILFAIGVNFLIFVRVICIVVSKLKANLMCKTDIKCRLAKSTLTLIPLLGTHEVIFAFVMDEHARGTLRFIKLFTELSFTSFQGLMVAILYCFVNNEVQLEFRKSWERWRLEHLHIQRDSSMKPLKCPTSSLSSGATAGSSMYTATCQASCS
KB-3-1 cytotox = qHTS assay for MDR1-selective chemotherapeutics: Primary screen using the parental adenocarcinoma cell KB-3-1 | KB-3-1 viability, CellTiter-Glo ATP luminescence, 72 h | Potency, µM (highest dose often 46.1 µM), without a hit: at the highest dose activity change, negative = cytotoxic, usual class: cytotoxic | hit rate 1.4% among 400,000 | AID 1347075, 2019; further: potency means the concentration at half of the fitted maximal effect; on the % scale 0 is the no-effect control and ±100 the full control effect; nearly all actives have a fitted effect of over 60% in size
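KB-3-1 cells, DMEM (no phenol red) + 10% FBS; compound by pin transfer, 72 h, 37 °C. Readout: CellTiter-Glo luminescence after 10 min. Data normalized, curve-fitted.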
DRD3 agonist = qHTS of D3 Dopamine Receptor Agonist: qHTS; D(3) dopamine receptor (Homo sapiens), P35462; D3R DiscoveRx beta-arrestin cells, luminescence, 90 min; max activation, %; hit rate 0.58% among 410,000; AID 652048, 2013; in the data active means max activation above about 30%; further: 0% is about no effect; mostly tested at two doses, the higher about 12 µM
Target sequence (P35462 whole entry, looked up): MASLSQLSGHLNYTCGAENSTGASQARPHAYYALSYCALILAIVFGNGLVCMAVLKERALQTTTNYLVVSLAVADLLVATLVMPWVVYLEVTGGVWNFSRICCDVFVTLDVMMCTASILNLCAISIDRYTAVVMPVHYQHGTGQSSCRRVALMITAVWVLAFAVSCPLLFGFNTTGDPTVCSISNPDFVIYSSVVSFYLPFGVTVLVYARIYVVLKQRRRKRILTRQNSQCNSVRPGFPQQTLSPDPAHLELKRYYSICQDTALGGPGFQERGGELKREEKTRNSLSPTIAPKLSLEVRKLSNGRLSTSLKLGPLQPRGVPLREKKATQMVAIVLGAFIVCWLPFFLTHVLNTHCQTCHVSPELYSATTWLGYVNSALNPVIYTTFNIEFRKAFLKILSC
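Agonist mode: compounds and dopamine controls were applied to plated cells for 90 min at 37 degrees C after an overnight attachment at 1500 cells/well. Luminescent read-out followed 30 - 60 minutes at room temperature with DiscoveRx detection reagent.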
Starred values were filed as active, the others as inactive; u = inconclusive; x = no result given; & = joins results of further samples. Unless noted, the call rests on the fitted dose curve; in most records, active means well fitted curve in the direction sought with a large enough effect; inconclusive means small, poorly fitted or top-dose-only effect, or another doubt; inactive means no such curve, though single readings can be large; an effect the other way counts as inactive or inconclusive. Some of the compounds tested. The share of hits here may be higher or lower than overall.

Screens in order – KB-V1 MDR tox, SW480 rerep, GLP1R ag, KB-3-1 cytotox, DRD3 agonist
CC1=C(/C=C/C(C)=C/C=C/C(C)=C/C=C/C=C(C)/C=C/C=C(C)/C=C/C2=C(C)C(=O)CCC2(C)C)C(C)(C)CCC1=O
 : x, -1%, 10%, x, 2
CCOc1ccc(NC(=O)CC(C)O)cc1 (stereo not given)
 : x, 0%, -4%, x, -14
CC(C)[N+](C)(C)CC(O)COc1cccc2ccccc12 (stereo not given)
 : x, 1%, -1%, x, -11
OCC(O)CS (stereo not given)
 : x, -6%, 1%, x, -14
NC(=O)[C@@H]1CSSCCC(=O)N[C@@H](CCCCN=C(N)N)C(=O)NCC(=O)N[C@@H](CC(=O)O)C(=O)N[C@@H](Cc2c[nH]c3ccccc23)C(=O)N2CCC[C@H]2C(=O)N1
 : x, 1%, 2%, x, 1
Oc1ccc(Cl)c2c1CCC2
 : x, 1%, 4%, x, -7
CC1CCCCN1CCCOC(=O)c1ccccc1 (stereo not given)
 : x, 4%, u, x, -8
CCCCC[C@H](O)/C=C/[C@@H]1[C@H]2C/C(=C/CCCC(=O)O)O[C@H]2C[C@H]1O
 : x, 0%, -10%, x, 6
CCCOc1ccc2nc(NC(=O)OC)sc2c1
 : x, u, 9%, x, 6
CN(C)c1ccc(/C=C2\C=Cc3ccccc32)cc1[N+](=O)[O-]
 : -14%, x, x, 0%, x

Complete entries, quoted from the list. Screens in order: KB-V1 MDR tox | SW480 rerep | GLP1R ag | KB-3-1 cytotox | DRD3 agonist
CCCCC[C@H](O)/C=C/[C@@H]1[C@H]2C/C(=C/CCCC(=O)O)O[C@H]2C[C@H]1O is listed as x | 0% | -10% | x | 6
CC1=C(/C=C/C(C)=C/C=C/C(C)=C/C=C/C=C(C)/C=C/C=C(C)/C=C/C2=C(C)C(=O)CCC2(C)C)C(C)(C)CCC1=O is listed as x | -1% | 10% | x | 2
CC1CCCCN1CCCOC(=O)c1ccccc1 (stereo not given) is listed as x | 4% | u | x | -8

Continued.
Screens in order – KB-V1 MDR tox, SW480 rerep, GLP1R ag, KB-3-1 cytotox, DRD3 agonist
NC(=O)c1ccc2nc(-c3ccc(Oc4ccc(Cl)cc4)cc3)[nH]c2c1
 : 0%, x, x, 0%, x
O=S1(=O)CCOCCCN1Cc1ccc(F)cc1
 : -9%, x, x, -14%, x
CC(=O)N1c2ccc(S(=O)(=O)Nc3ccc(C)c(C)c3)cc2CC1C (stereo not given)
 : 0%, x, x, 0%, x
CN1CCN(c2oc(-c3ccc(OCc4ccc(Cl)cc4)cc3)nc2C#N)CC1
 : 21%, x, x, 7%, x
Cc1[nH]c2ccccc2c1C(=O)CN(C)c1ccccc1
 : 0%, x, x, u, x
O=C(C[N+]1(CCc2ccccc2)CCOCC1)c1ccccc1
 : -3%, x, x, 11%, x
S=C(NCCCc1cnc[nH]1)NCCCN(Cc1ccc(Cl)cc1)c1ncc(Br)cn1
 : -11%, x, x, -24%, x
C[n+]1c(/C=C/c2ccnc3ccccc23)cc(/C=C/c2ccnc3ccccc23)c2ccccc21
 : -5%, x, x, 0%, x
CC[N+](CC)(CC)c1ccc(/C=C/c2ccnc3ccccc23)cc1
 : u, x, x, 0.58µM*, x
CCN1C(=NCc2cccc(C(F)(F)F)c2)N[C@@H](c2cccc(C(F)(F)F)c2)C(C(=O)OC)=C1C
 : u, x, x, u, x
CN(C)c1ccc(/C=C2\C(Cl)=Cc3ccccc32)cc1
 : 14%, x, x, -14%, x
Nc1c(Cl)cc(/C=C2\C=Cc3ccccc32)cc1Cl
 : -23%, x, x, -19%, x
C(=Nc1cccnc1)c1ccnc2ccccc12
 : 0%, x, x, 0%, x
Cc1ccnc2c(Cl)ccc(Cl)c12
 : -13%, x, x, 2%, x
CCCCNC(=O)[C@@H]1CC=C[C@@H]2CCN(CCCC)C(=O)[C@@H]21
 : -23%, x, x, 3%, x
Cc1cc(C)n(-c2nc(NC(C)C)nc(NC(C)(C)C)n2)n1
 : 13%, x, x, -27%, x
C=C1C=C(C(F)F)n2ncc(C(=O)N3CCN(c4ccccc4)CC3)c2N1
 : u, x, x, u, x
COc1ccccc1C1NC(c2ccc3c(c2)OCO3)=CC(c2ccccc2O)N1 (stereo not given)
 : 4%, x, x, -11%, x
Cc1ccc(-c2nnc(SC(C)C(=O)NCc3ccco3)n2C)cc1 (stereo not given)
 : -4%, x, x, -2%, x
Cc1ccc(NS(=O)(=O)c2cc3c(cc2N2CCC2)NC(=O)CC3)cc1C
 : -13%, x, x, -12%, x

At a glance, some entries already given.
Screens in order – KB-V1 MDR tox, SW480 rerep, GLP1R ag, KB-3-1 cytotox, DRD3 agonist
CN(C)c1ccc(/C=C2\C(Cl)=Cc3ccccc32)cc1
 : 14%, x, x, -14%, x
Nc1c(Cl)cc(/C=C2\C=Cc3ccccc32)cc1Cl
 : -23%, x, x, -19%, x
C(=Nc1cccnc1)c1ccnc2ccccc12
 : 0%, x, x, 0%, x
Cc1ccnc2c(Cl)ccc(Cl)c12
 : -13%, x, x, 2%, x
CCCCNC(=O)[C@@H]1CC=C[C@@H]2CCN(CCCC)C(=O)[C@@H]21
 : -23%, x, x, 3%, x
Cc1cc(C)n(-c2nc(NC(C)C)nc(NC(C)(C)C)n2)n1
 : 13%, x, x, -27%, x

Later entries.
Screens in order – KB-V1 MDR tox, SW480 rerep, GLP1R ag, KB-3-1 cytotox, DRD3 agonist
COc1ccc(-c2ccc3ncnc(NCc4cccs4)c3c2)cc1OC
 : 13%, x, x, -9%, x
CCCC[n+]1c(C)ccc2ccccc21
 : 0%, x, x, u, x
Cc1c(CCO)sc[n+]1CCc1ccccc1
 : 3%, x, x, 4%, x
Clc1ccc(-c2csc3ncnc(Sc4nnnn4-c4ccccc4)c23)cc1
 : -33%, x, x, u, x
O=S1(=O)CCO[C@H]2CCCC[C@@H]2N1Cc1ccccc1F
 : -15%, x, x, -10%, x
COc1cc2nc(C#Cc3nc4cc(OC)c(OC)cc4[nH]3)[nH]c2cc1OC
 : 5%, x, x, 22%, x
CCC(C)c1ccccc1OCCn1c(CCNC(=O)C2CCCCC2)nc2ccccc21 (stereo not given)
 : 0%, x, x, u, x
O=C(C[n+]1cccc(I)c1)c1ccc(F)cc1
 : 0%, x, x, 0%, x
Cn1cc(/C=C/c2ccc3ccccc3n2)c2ccccc21
 : -18%, x, x, u, x
O=C(Nc1ccc(-c2nc3ccccc3[nH]2)cc1)c1ccc(Oc2ccccc2)cc1
 : 14%, x, x, 0%, x
Cn1c2ccccc2c2nnc(SCCOc3ccccc3)nc21
 : 0%, x, x, u, x
COc1ccc(-c2c(-c3ccc4c(c3)OCO4)noc2-c2ccsc2)cn1
 : u, x, x, -11%, x
COc1ccc2[nH]cc(C(=O)CNc3nccs3)c2c1
 : -1%, x, x, -52%, x
Cc1[nH]c2ccccc2c1/C=C/c1ccnc2ccccc12
 : 7.3µM*, x, x, 8.2µM*, x
COc1ccc(/C=C/c2nccc3ccccc23)cc1OC
 : u, x, x, u, x
COc1ccc(C(=O)C[n+]2cc(Br)cc3ccccc32)cc1
 : -4%, x, x, 0%, x
Cc1ccc2nccnc2c1
 : 16µM*, x, x, u, x
COc1ccc(/C=C/c2sc3ccccc3[n+]2CCCCI)cc1OC
 : u, x, x, u, x
CN(C)c1ccc(/C=C/c2c(F)cnc3ccccc23)cc1
 : u, x, x, 9.2µM*, x
CCCN1CCN(c2cccc(Nc3nn4c(=O)c5ccccc5nc4s3)c2)CC1
 : 0%, x, x, u, x
CCOc1cccc(C2C=C(c3ccc4c(c3)OCO4)NC(c3ccc(Cl)cc3)N2)c1O (stereo not given)
 : -13%, x, x, 10µM*, x
NS(=O)(=O)c1ccc(S(=O)(=O)N2CCN(c3nc(-c4cccs4)nc4ccccc34)CC2)cc1
 : 26%, x, x, 0%, x
COc1ccccc1/C=C/c1nc2ccccc2o1
 : 27%, x, x, u, x
CC[C@@H]1[C@H]2CCCC(=O)N3CC[C@@H](C[C@@H]1OC(=O)Nc1ccc4c(c1)OCO4)[C@@H]23
 : -22%, x, x, 15%, x
Cc1ccc2ccccc2[n+]1[O-]
 : 15%, x, x, 15%, x
CCCCCCCCCCCCCCCCCCN(CCCCCCCCCCCCCCCCCC)c1ccc(/C=C/c2ccnc3ccccc23)cc1
 : -1%, x, x, 0%, x
O=C(O[C@H]1[C@H](Cc2ccccc2)NS(=O)(=O)[C@H]2CC3C=C[C@]12O3)c1ccc(Br)cc1
 : u, x, x, -6%, x
O=C(c1ccccc1)C(c1ccccc1)[n+]1csc2ccccc21 (stereo not given)
 : -21%, x, x, -2%, x
COc1ccc(C)cc1NC(C)C(=O)c1c[nH]c2ccccc12 (stereo not given)
 : 9%, x, x, 0%, x
CCN(CC)c1ccc(/C=C2\C=Cc3ccccc32)cc1
 : 12%, x, x, u, x
CCN(C)c1ccc(/C=C/c2ccnc3ccccc23)cc1
 : u, x, x, -3%, x
Cc1cccc(OCCn2c(CCNC(=O)C3CCCCC3)nc3ccccc32)c1
 : -13%, x, x, 7%, x
CN(C)c1ccc(/C=C2\C=Cc3cc([N+](=O)[O-])ccc32)cc1
 : -3%, x, x, u, x
CN(N=O)c1ccc(/C=C2\C=Cc3ccccc32)cc1
 : 3%, x, x, u, x
CC(C)CC(=O)N1C/C=C\C[C@@H](c2ccc(Cl)cc2)N(Cc2ccc(Cl)cc2)C(=O)[C@@H]1Cc1ccccc1
 : u, x, x, u, x
CN(C)c1ccc(/C=N\Nc2ccc([N+](=O)[O-])cc2[N+](=O)[O-])cc1Cl
 : -16%, x, x, 7%, x
NC(=O)C1CCN(c2ncc(-c3ccc4c(c3)OC(F)(F)O4)s2)CC1
 : 0%, x, x, -7%, x
C=C1C=C(C(F)F)n2ncc(C(=O)NCCc3ccc(Cl)cc3)c2N1
 : 0%, x, x, -4%, x
O=C(/C=C/c1ccc([N+](=O)[O-])o1)Nc1cccc([S+](=O)([O-])Nc2ccccc2F)c1
 : -17%&-6%, x, x, -18%&0%, x
Nc1nc(=S)c2snnc2[nH]1
 : -9%, x, x, -1%, x
Cc1cc(C)n2ncc(C(=O)Nc3ccccc3)c2n1
 : u, x, x, 0%, x
CN(C)c1ccc(N=Nc2ccc(S(=O)(=O)O)cc2)cc1
 : 15%, x, x, 17%, x
CCCCCCCOc1ccc(CC(=O)NO)cc1
 : 1%, x, x, -26%, x
CN(C)c1ccc(/C=C/c2ccnc3ccc(Cl)cc23)cc1
 : -16%, x, x, 0%, x
CN1CCN(c2cccc(Nc3nn4c(=O)c5ccc(C(F)(F)F)cc5nc4s3)c2)CC1
 : -8%, x, x, 0%, x
O=S1(=O)N=C(Oc2cccc(-c3ccccc3)c2)c2ccccc21
 : 0%, x, x, 20%, x
Nc1nc2[nH]c(=S)[nH]c2c(=O)[nH]1
 : u, x, x, u, x
COc1cccc2ccc(/C=C/c3ccc4c(c3)OCO4)nc12
 : 0%, x, x, 0%, x
C=C1C=C(C(F)F)n2ncc(C(=O)NCc3ccccc3)c2N1
 : -2%, x, x, 2%, x
CN(C)c1ccc(-c2ccc3ccccc3n2)cc1
 : 0%, x, x, 0%, x

(list continues)
Screens in order – KB-V1 MDR tox, SW480 rerep, GLP1R ag, KB-3-1 cytotox, DRD3 agonist
O=c1[nH]c(=S)[nH]c2n[nH]nc12
 : 18%, x, x, 38%, x
Cc1ccc(-c2nc3ccccc3o2)cc1NC(=O)COc1ccccc1C
 : u, x, x, -16%, x
Cc1cc(N(C)C)c(C)cc1/C=C/c1ccnc2ccccc12
 : 6.5µM*, x, x, 2.9µM*, x
CCC1CCCCN1Cc1nc2c(c(=O)n(C)c(=O)n2C)n1Cc1c(F)cccc1Cl (stereo not given)
 : 0%, x, x, 12%, x

Screening results (PubChem)
